Bioassay records deposited in PubChem by several laboratories.
TCR CD3 inh: blocks the human TCR-CD3 interaction | TAMRA-labeled TCR probe fluorescence, biochemical | hit rate 0.37% among 360,000 | inhibition, % at 9.4 µM | AID 651800; in the data active means inhibition above about 19%;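 further: recombinant mutant TCR 2C K166C tagged with TAMRA read by polarization; 0% = receptor in buffer alone and 100% = receptor with positive control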
PG9 binder: small molecules binding HIV-1 gp120 antibody PG9; TR-FRET gp120-PG9 antibody binding; inhibition, % at 6.7 µM; hit rate 0.43% among 360,000; AID 624416; in the data active means inhibition above about 8.5%
rCAG RNA binder: molecules binding r(CAG) RNA repeats; AID 651821; r(CAG) RNA repeat, TO-PRO-1 dye displacement fluorescence; hit rate 1.3% among 370,000; inhibition, % at 3 µM;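 active means inhibition above the plate cutoff, the mean of all test compounds on that plate plus 3 SD, cut at about 35% in these data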;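 further: 0% = DMSO alone and 100% = 100 µM mitoxantrone as full dye displacement; higher means more dye released from RNA so lower well fluorescence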
MBD2 inh: blocks human MBD2 binding to methylated DNA | Q9UBB5 | hit rate 0.31% among 370,000 | TR-FRET, MBD2 binding to methylated oligonucleotide | inhibition, % at 4.4 µM; in the data active means inhibition above about 13%
UHRF1 MBD2 ctr: UHRF1 methyl-DNA binding inhibition; AID 687016; hit rate 0.75% among 370,000; inhibition, % at 4.4 µM; UHRF1 binding to methylated oligo, TR-FRET; Q96T88; in the data active means inhibition above about 21%;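 further: UHRF1 SRA domain binding a hemimethylated CpG hairpin DNA probe; 0% = median of test compound wells and 100% = reference inhibitor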
Target sequence (Q96T88 whole entry, looked up, the tested form may be a part): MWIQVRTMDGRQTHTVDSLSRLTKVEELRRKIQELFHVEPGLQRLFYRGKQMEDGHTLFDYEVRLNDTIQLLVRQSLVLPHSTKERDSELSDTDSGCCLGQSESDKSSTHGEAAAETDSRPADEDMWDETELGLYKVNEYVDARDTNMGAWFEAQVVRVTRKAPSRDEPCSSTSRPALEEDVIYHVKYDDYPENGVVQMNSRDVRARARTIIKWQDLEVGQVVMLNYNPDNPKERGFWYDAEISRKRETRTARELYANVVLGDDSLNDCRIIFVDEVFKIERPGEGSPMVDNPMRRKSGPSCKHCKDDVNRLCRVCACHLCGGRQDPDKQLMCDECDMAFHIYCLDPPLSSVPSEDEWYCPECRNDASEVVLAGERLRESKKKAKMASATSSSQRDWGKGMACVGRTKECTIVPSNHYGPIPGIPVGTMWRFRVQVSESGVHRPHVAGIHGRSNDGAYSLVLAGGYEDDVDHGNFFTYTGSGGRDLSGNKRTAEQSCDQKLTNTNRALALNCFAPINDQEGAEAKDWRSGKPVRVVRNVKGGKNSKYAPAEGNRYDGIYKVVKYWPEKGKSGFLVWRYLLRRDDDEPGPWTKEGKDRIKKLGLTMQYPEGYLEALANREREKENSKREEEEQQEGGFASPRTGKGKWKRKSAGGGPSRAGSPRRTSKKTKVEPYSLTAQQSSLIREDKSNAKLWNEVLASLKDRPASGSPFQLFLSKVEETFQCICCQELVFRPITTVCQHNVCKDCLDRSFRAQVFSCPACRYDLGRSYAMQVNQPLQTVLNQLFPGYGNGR
LEDGF integ inh: blocks HIV-1 LEDGF/p75-dependent DNA integration | TR-FRET IN-LEDGF/p75 DNA integration, Eu/Cy5 | inhibition, % at 3.7 µM | hit rate 0.64% among 370,000 | AID 743269;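 active means inhibition above the screen-wide mean plus 3 SD, cut at about 13% in these data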;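 further: signal is the Cy5 over europium emission ratio at 671 and 618 nm; 0% = plate median of compound wells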
PRMT1 FP inh: inhibitors of human PRMT1; Q99873; recombinant PRMT1, activity-based probe fluorescence polarization; inhibition, % at 2.79 µM; hit rate 1.3% among 370,000; AID 652257;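 active means inhibition above about 21% made by adding two undisclosed values, limit read from the data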
HTRA1 inh: inhibitors of human serine peptidase HTRA1 | Q92743 | recombinant HTRA1, FP-rhodamine activity-based probe, fluorescence polarization | inhibition, % at 5.96 µM | hit rate 0.5% among 340,000; in the data active means inhibition above about 36%;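 further: 0% = enzyme with DMSO and 100% = wells lacking enzyme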
ABHD4 inh: inhibits mouse alpha/beta hydrolase domain 4. Q8VD66. purified mABHD4, FP-Rh probe fluorescence polarization. inhibition, % at 8.92 µM. hit rate 0.54% among 370,000. AID 720543;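 active means inhibition exceeding the mean over every tested compound plus 3 SD, cut at about 30% in these data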;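 further: 0% = plate median of compound wells and 100% = S159A mutant with DMSO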
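Assay system: mABHD4 protein; medium: HEPES pH 7.0, NaCl, Pluronic buffer; dosing: 8.92 µM, single dose; schedule: 45 min + 60 min at 25 °C; signal: FP readout, ex 525 nm / em 598 nm; read-out: normalized percent inhibition of probe labeling; repeats: single replicate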
Rev-erbA mod: modulates human Rev-erb alpha binding to DNA; Rev-erbα–FITC-DNA binding, fluorescence polarization, 90 min; activity, % at 10 µM; hit rate 0.79% among 370,000; AID 1259318;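 active means activity above about 14%, limit read from the data; passing the limit was not always enough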;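 further: 0% = DMSO wells with 35 nM protein and 100% = DMSO wells with 750 nM protein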
Active calls of the source: *.

Labels used below: A = TCR CD3 inh; B = PG9 binder; C = rCAG RNA binder; D = MBD2 inh; E = UHRF1 MBD2 ctr; F = LEDGF integ inh; G = PRMT1 FP inh; H = HTRA1 inh; I = ABHD4 inh; J = Rev-erbA mod
(1) CC(NC(=O)CSC(=S)N(C)C)C12CC3CC(CC(C3)C1)C2 (stereo unspecified)
  A = -1.8 | B = -3.0 | C = -0.1 | D = -4.2 | E = -1.9 | F = 0.5 | G = 1.4 | H = -4.2 | I = 9.9 | J = 1.2
(2) Cc1cc(C)cc(N(CC(=O)Nc2cccc(C)c2C)S(=O)(=O)c2c(C)[nH]c(=O)[nH]c2=O)c1
  A = 0.1 | B = -0.5 | C = 20.9 | D = 1.4 | E = -0.4 | F = -1.8 | G = -0.2 | H = -3.5 | I = -2.0 | J = -6.8
(3) CC(C)Sc1nc(O)c(Cc2ccccc2)c(=O)[nH]1
  A = 5.1 | B = 0.6 | C = 0.5 | D = 1.9 | E = -0.8 | F = -0.6 | G = -2.3 | H = 6.8 | I = 0.9 | J = 0.5
(4) NS(=O)(=O)c1ccc(NS(=O)(=O)c2ccc(NC(=O)c3ccc(-c4ccccc4)cc3)cc2)cc1
  A = 10.9 | B = 0.9 | C = 58.7* | D = 0.9 | E = -2.0 | F = -0.2 | G = 0.4 | H = -139.0 | I = -131.7 | J = -6.0
(5) CCC(=O)Nc1cccc(-c2ccc(N3CCC(C)CC3)nn2)c1
  A = 1.7 | B = -1.4 | C = -4.3 | D = 5.3 | E = 2.4 | F = -1.3 | G = 0.9 | H = 4.9 | I = 1.3 | J = -12.4
(6) C=CCn1c(CNS(=O)(=O)c2ccc(F)cc2)n[nH]c1=S
  A = -2.0 | B = -1.4 | C = -3.0 | D = -0.6 | E = 42.3* | F = -7.5 | G = 3.9 | H = 1.6 | I = 2.4 | J = 2.8
(7) CC(=O)c1cccc(NC(=O)CCS(=O)(=O)c2cccc3nsnc23)c1
  A = -5.7 | B = 1.4 | C = 8.3 | D = -2.3 | E = -2.2 | F = 0.2 | G = 17.6 | H = -9.0 | I = 6.0 | J = 3.1
(8) O=C(Cn1c(=O)oc2ccccc21)Nc1ccc(Br)cc1
  A = 3.3 | B = -0.8 | C = 4.1 | D = -2.8 | E = -1.9 | F = 2.8 | G = -5.5 | H = -4.5 | I = 2.5 | J = 3.1
(9) O=c1[nH]c2ccccc2nc1-c1ccc(Cl)cc1
  A = 6.4 | B = 0.0 | C = 1.3 | D = -1.5 | E = -2.3 | F = 1.1 | G = -2.2 | H = 0.8 | I = -0.1 | J = 3.6
(10) O=C(CSc1ccc(-c2ccccn2)nn1)Nc1nccs1
  A = 0.3 | B = 0.6 | C = 1.1 | D = 1.1 | E = 0.6 | F = -5.6 | G = 3.0 | H = 1.0 | I = 3.2 | J = 0.3
(11) O=S(=O)(NC1CCCCC1N1CCN(c2ccccc2F)CC1)c1ccc(Cl)cc1 (stereo unspecified)
  A = -5.1 | B = 0.2 | C = 3.5 | D = 4.9 | E = 2.4 | F = -2.7 | G = 4.6 | H = -12.7 | I = -10.0 | J = 5.0
(12) COc1ccccc1Nc1ncnc2ccccc12
  A = 3.8 | B = -0.3 | C = -1.4 | D = 1.5 | E = -0.2 | F = 0.8 | G = -1.7 | H = 8.8 | I = 6.1 | J = -1.8
(13) CC[C@]12c3[nH]c4ccccc4c3CCN1C(=O)C(CC(=O)NCCCOC)C[C@@H]2C(=O)N1CCN(C(=O)C2CC2)CC1 (stereo partly specified)
  A = -2.5 | B = 0.3 | C = -0.2 | D = -8.0 | E = -1.8 | F = 4.8 | G = -5.9 | H = 2.2 | I = -5.3 | J = 0.0
(14) Cc1c(Cl)ccc(S(=O)(=O)Nc2cccnc2)c1Cl
  A = -4.0 | B = 0.4 | C = 2.8 | D = 3.0 | E = -1.6 | F = -2.3 | G = -0.4 | H = -1.5 | I = 5.6 | J = 3.5
(15) CCOC(=O)N1CCN(C(=O)CNS(=O)(=O)c2cccs2)CC1
  A = 4.0 | B = -2.2 | C = 0.6 | D = 2.9 | E = -1.1 | F = -1.0 | G = 0.5 | H = -3.9 | I = 3.5 | J = -4.8
(16) Cc1ccc(CN(CC(=O)NC(C)(C)C)C(=O)CNC(=O)c2cccs2)cc1
  A = 0.7 | B = -1.0 | C = 1.1 | D = 1.9 | E = -0.9 | F = -0.7 | G = -1.1 | H = 1.5 | I = -4.2 | J = -0.4
(17) Cc1ccc(CC(=O)Nc2cc(C)ccn2)cc1
  A = -1.3 | B = -0.1 | C = -3.6 | D = 2.8 | E = 1.2 | F = 0.8 | G = 2.2 | H = -8.1 | I = 4.5 | J = -1.4
(18) Cc1snc(S(=O)(=O)/C(C#N)=N\Nc2ccccc2)c1C#N
  A = -2.9 | B = 0.2 | C = 15.3 | D = 4.4 | E = 2.4 | F = -0.7 | G = -0.3 | H = -0.7 | I = -2.4 | J = -3.0
(19) CN1C/C(=N\S(=O)(=O)c2ccccc2)N(C)C1=O
  A = -4.1 | B = 1.2 | C = -4.2 | D = -5.0 | E = -0.5 | F = 0.1 | G = 0.6 | H = -6.6 | I = 4.4 | J = -7.1
(20) CCc1ccc(C2C(C(=O)O)c3ccccc3C(=O)N2C)cc1 (stereo unspecified)
  A = -1.7 | B = -0.7 | C = -1.2 | D = 0.0 | E = 0.7 | F = -0.6 | G = 3.4 | H = 1.1 | I = 4.0 | J = -0.1
(21) O=C(CCCn1nnnc1CN1CCOCC1)N1CCC(c2ccc(F)cc2)C1 (stereo unspecified)
  A = -8.9 | B = -0.5 | C = -5.2 | D = -4.1 | E = 0.0 | F = 3.0 | G = -3.8 | H = 1.6 | I = 1.0 | J = 4.3
(22) CCOC(=O)C1=C(O)C(=O)N(c2ccc(S(N)(=O)=O)cc2)C1c1ccc(Br)cc1 (stereo unspecified)
  A = 2.5 | B = 1.0 | C = 5.4 | D = 7.4 | E = 20.6 | F = 6.6 | G = -0.8 | H = -5.2 | I = -3.1 | J = 1.8
(23) Cc1nc(NC(C)C(=O)O)c2nc(C)oc2n1 (stereo unspecified)
  A = 6.3 | B = -1.6 | C = -0.2 | D = 2.2 | E = 2.1 | F = 0.9 | G = 1.5 | H = -5.4 | I = 3.9 | J = -2.0
(24) CC(=O)c1ccc(NC(=O)Nc2ccc(S(=O)(=O)N3CCCC3)cc2)cc1
  A = 5.5 | B = -3.5 | C = 20.7 | D = -1.5 | E = -1.4 | F = -0.3 | G = -2.2 | H = -45.1 | I = -50.4 | J = 7.2
(25) CCOc1ccc(-c2cc(CCCC(=O)NCCCOC)no2)cc1
  A = 0.9 | B = 0.8 | C = -2.3 | D = 4.6 | E = 0.8 | F = -0.4 | G = 2.7 | H = -7.8 | I = 6.1 | J = -2.5

9 compounds out of the list, arranged by molecular weight, ascending:
Labels used below: A = TCR CD3 inh; B = PG9 binder; C = rCAG RNA binder; D = MBD2 inh; E = UHRF1 MBD2 ctr; F = LEDGF integ inh; G = PRMT1 FP inh; H = HTRA1 inh; I = ABHD4 inh; J = Rev-erbA mod
(20) CCc1ccc(C2C(C(=O)O)c3ccccc3C(=O)N2C)cc1 (stereo unspecified)
  A = -1.7 | B = -0.7 | C = -1.2 | D = 0.0 | E = 0.7 | F = -0.6 | G = 3.4 | H = 1.1 | I = 4.0 | J = -0.1
(14) Cc1c(Cl)ccc(S(=O)(=O)Nc2cccnc2)c1Cl
  A = -4.0 | B = 0.4 | C = 2.8 | D = 3.0 | E = -1.6 | F = -2.3 | G = -0.4 | H = -1.5 | I = 5.6 | J = 3.5
(6) C=CCn1c(CNS(=O)(=O)c2ccc(F)cc2)n[nH]c1=S
  A = -2.0 | B = -1.4 | C = -3.0 | D = -0.6 | E = 42.3* | F = -7.5 | G = 3.9 | H = 1.6 | I = 2.4 | J = 2.8
(18) Cc1snc(S(=O)(=O)/C(C#N)=N\Nc2ccccc2)c1C#N
  A = -2.9 | B = 0.2 | C = 15.3 | D = 4.4 | E = 2.4 | F = -0.7 | G = -0.3 | H = -0.7 | I = -2.4 | J = -3.0
(1) CC(NC(=O)CSC(=S)N(C)C)C12CC3CC(CC(C3)C1)C2 (stereo unspecified)
  A = -1.8 | B = -3.0 | C = -0.1 | D = -4.2 | E = -1.9 | F = 0.5 | G = 1.4 | H = -4.2 | I = 9.9 | J = 1.2
(8) O=C(Cn1c(=O)oc2ccccc21)Nc1ccc(Br)cc1
  A = 3.3 | B = -0.8 | C = 4.1 | D = -2.8 | E = -1.9 | F = 2.8 | G = -5.5 | H = -4.5 | I = 2.5 | J = 3.1
(11) O=S(=O)(NC1CCCCC1N1CCN(c2ccccc2F)CC1)c1ccc(Cl)cc1 (stereo unspecified)
  A = -5.1 | B = 0.2 | C = 3.5 | D = 4.9 | E = 2.4 | F = -2.7 | G = 4.6 | H = -12.7 | I = -10.0 | J = 5.0
(2) Cc1cc(C)cc(N(CC(=O)Nc2cccc(C)c2C)S(=O)(=O)c2c(C)[nH]c(=O)[nH]c2=O)c1
  A = 0.1 | B = -0.5 | C = 20.9 | D = 1.4 | E = -0.4 | F = -1.8 | G = -0.2 | H = -3.5 | I = -2.0 | J = -6.8
(4) NS(=O)(=O)c1ccc(NS(=O)(=O)c2ccc(NC(=O)c3ccc(-c4ccccc4)cc3)cc2)cc1
  A = 10.9 | B = 0.9 | C = 58.7* | D = 0.9 | E = -2.0 | F = -0.2 | G = 0.4 | H = -139.0 | I = -131.7 | J = -6.0

Some of the compounds tested (hit frequency here may not be typical).
